D1 potentiator: enhances dopamine response at the human D1 receptor; P21728; potentiation, % at 10 µM; 360,000 tested, 0.036% active; HEK293 TREx D1 cells, calcium flux, dopamine EC20 potentiation; in the data active = potentiation above about 30%; also: 0% is about no effect
D2 antag: antagonizes the human D2 dopamine receptor. HEK293 TREx D2 cells, calcium flux, dopamine EC80. P14416. inhibition, % at 10 µM. 340,000 tested, 2% active; in the data active = inhibition above about 30%; also: 0% is about no effect
Target sequence (P14416 whole entry, looked up): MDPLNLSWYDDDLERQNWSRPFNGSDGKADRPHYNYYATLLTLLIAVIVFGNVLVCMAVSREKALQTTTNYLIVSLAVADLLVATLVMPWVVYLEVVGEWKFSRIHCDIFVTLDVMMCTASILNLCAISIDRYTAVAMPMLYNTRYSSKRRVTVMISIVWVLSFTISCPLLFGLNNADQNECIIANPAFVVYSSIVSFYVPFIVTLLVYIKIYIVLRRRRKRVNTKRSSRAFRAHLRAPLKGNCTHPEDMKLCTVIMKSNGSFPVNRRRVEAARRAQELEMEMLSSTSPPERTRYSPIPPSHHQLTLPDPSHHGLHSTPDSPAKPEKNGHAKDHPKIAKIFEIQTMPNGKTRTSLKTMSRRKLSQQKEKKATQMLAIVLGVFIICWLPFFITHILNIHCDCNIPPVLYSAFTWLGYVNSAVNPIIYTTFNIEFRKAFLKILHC
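Cells plated overnight at 30 C with tetracycline; no-wash calcium dye, 30–90 min RT; 10 s baseline; compound pinned; 180 s read; EC80 dopamine added; another 180 s read.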
TRHR agonist: TRH receptor (human) agonism; activation, % at 2 µM; P34981; 360,000 tested, 0.18% active; TRHR cells, calcium flux fluo-8, FDSS agonist mode; also: 0% is about no effect
Target sequence (P34981 whole entry, looked up): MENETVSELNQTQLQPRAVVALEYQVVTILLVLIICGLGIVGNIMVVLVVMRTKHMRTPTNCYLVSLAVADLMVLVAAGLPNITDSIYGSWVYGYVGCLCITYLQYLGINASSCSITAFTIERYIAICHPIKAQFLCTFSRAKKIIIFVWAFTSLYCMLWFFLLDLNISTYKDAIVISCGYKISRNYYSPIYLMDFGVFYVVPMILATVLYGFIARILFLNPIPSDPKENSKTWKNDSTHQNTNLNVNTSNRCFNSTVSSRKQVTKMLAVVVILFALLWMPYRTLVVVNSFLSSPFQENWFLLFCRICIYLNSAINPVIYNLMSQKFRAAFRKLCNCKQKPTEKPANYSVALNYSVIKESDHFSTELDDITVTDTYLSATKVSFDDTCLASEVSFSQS
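Fluo-8-loaded TRHR cells; 10 s baseline, compound added, kinetic Ca2+ fluorescence read 1/s, agonist mode.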
D2 agonist: agonists of human D2 dopamine receptor; P14416; HEK293 T-REx D2 cells, calcium flux agonist mode; activation, % at 2 µM; 340,000 tested, 0.53% active; AID 485358;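 active = activation over 3 SD above normal in the single-dose calcium agonist read, cut at about 30% in these data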; also: 0% is about no effect
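In this primary screen, compounds producing a positive calcium signal within 180 s of addition to tetracycline-induced, force-coupled HEK293 Trex D2 cells are flagged; cells are dye-loaded with a no-wash calcium kit beforehand.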
D1 antagonist: human D1 dopamine receptor antagonism; P21728; HEK293 TREx D1 cells, calcium flux, dopamine EC80; hits give low values; activity change, negative = inhibition, % at 10 µM; 360,000 tested, 3.2% active; AID 504652; in the data active = activity change below about -30%; also: % is scaled to controls: 0 for no effect and ±100 for the full control effect
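Tetracycline-induced HEK293 T-REx cells with force-coupled D1 receptor were loaded with a no-wash calcium dye. Compound was added after a 10 s baseline and read kinetically for 180 s; EC80 dopamine was then added and calcium flux followed another 180 s.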
D2 PAM: positive allosteric modulators of human D2 dopamine receptor | P14416 | HEK293 T-REx D2, calcium flux, EC20 dopamine potentiation | potentiation, % at 10 µM | 340,000 tested, 0.34% active | AID 485347;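 active = potentiation over 3 SD above the plate norm, cut at about 30% in these data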; also: 0% is about no effect
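Primary screen. Calcium kinetics in induced HEK293 T-REx D2 cells: compound pre-addition 180 s, EC20 dopamine, 180 s more.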
RXFP1 antagonist: RXFP1 (human) relaxin receptor antagonism. HEK293-RXFP1, relaxin-stimulated cAMP HTRF, 30 min; hits give low values. activity change, negative = inhibition, % at 57.5 µM. 350,000 tested, 0.59% active;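 active = activity change of -60% or lower, but not beyond a set lower limit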; also: % is scaled to controls: 0 for no effect and ±100 for the full control effect
D1 agonist: agonists of human D1 dopamine receptor; P21728; HEK293 T-REx D1 cells, calcium flux, agonist mode; activation, % at 2 µM; 360,000 tested, 1% active; also: 0% is about no effect
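Inducible HEK293 T-REx D1 cells, force-coupled to calcium signalling, were plated at 4000 cells/well with tetracycline and held overnight at 30 C. After no-wash calcium dye loading, compound-evoked calcium rise over 180 s flagged agonists.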
TRHR enhancer: allosteric enhancers of human TRH receptor; TRHR cells, fluo-8 calcium fluorescence, EC20 TRH enhancement; P34981; AID 493056; 360,000 tested, 0.66% active; enhancement, % at 2 µM; in the data active = enhancement above about 30%; also: 0% is about no effect
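Enhancer read-out: after compound pinning and an initial kinetic agonist-mode read, an EC20 of TRH (10 nM final) was injected and fluo-8 calcium signal (Ex 480/Em 530) followed at 1 s/cycle for 100 cycles in TRHR-expressing cells.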
The depositor's hits bear a star; . = no result given; & = joins results of further samples. Rule as the data show it, unless noted: active = activation above about 30%; inactive = the rest.

| entry | mol | D1 potentiator | D2 antag | TRHR agonist | D2 agonist | D1 antagonist | D2 PAM | RXFP1 antagonist | D1 agonist | TRHR enhancer |
| --- | --- | --- | --- | --- | --- | --- | --- | --- | --- | --- |
| 1 | Cc1ccc(N(CC(O)CN2C(=O)NC(C)(C)C2=O)S(=O)(=O)c2ccc(C)cc2)cc1 (configuration not stated) | -15 | 9 | -0.6 | 0.3 | -11 | -3 | 0 | 1 | -4 |
| 2 | COc1ccc(C(C(=O)Nc2ccc3c(c2)OCO3)N(C)C(=O)Cc2c[nH]c3ccccc23)cc1 (configuration not stated) | -2 | -5 | 0.1 | 1.8 | 6 | -9 | -8 | 4 | 0 |
| 3 | CC1CCN(C(=O)COC(=O)c2ccc3c(c2)C(=O)N(Cc2ccco2)C3=O)CC1 | -1 | -8 | -0.1 | 0.4 | 4 | 16 | 3 | 5 | -4 |
| 4 | CCOc1ccc(C)cc1-n1nc2ccccc2n1 | -3 | -31 | -0.2 | -0.8 | -7 | 1 | -3 | 1 | -1 |
| 5 | Cc1ccc(O)c(C2=NOC(O)(C(F)(F)F)C2)c1 (configuration not stated) | -2 | -5 | 0.0 | -0.3 | 2 | -3 | -1 | 5 | 1 |
| 6 | CSc1ncc(C(=O)N2CCN(c3cc(C)ccc3C)CC2)c(C)n1 | 1 | . | -0.4 | 0.3 | -1 | -13 | -8 | 3 | -11 |
| 7 | O=C1CSC(c2ccccc2[N+](=O)[O-])N1c1ccc(O)cc1 (configuration not stated) | -6 | -3 | -0.2 | -0.5 | -13 | -8 | -11 | 1 | -4 |
| 8 | COCCCNC(=O)c1cc2cc(S(=O)(=O)N3CCCCC3)ccc2n1C | 1 | . | 0.7 | 0.6 | -4 | -9 | -9 | 1 | -2 |
| 9 | CCc1ccc(NS(=O)(=O)c2c(-c3ccccc3)csc2C(=O)OC)cc1 | -2 | . | 0.6 | -0.7 | 13 | 10 | . | 1 | -4 |
| 10 | CCOC(=O)C1CCN(C(=O)CCCN2C(=O)c3ccccc3C2=O)CC1 | -3 | -4 | 0.1 | 1.4 | 11 | 12 | 0 | 2 | 1 |
| 11 | CCc1noc(C)c1C(=O)NNC(=O)c1ccc(N(CC)CC)cc1 | -1 | 21 | 0.0 | 0.2 | 3 | -12 | 10 | 2 | 0 |
| 12 | CCOc1ccc(NC(=O)CSc2nc3nc(C)cc(C)n3n2)cc1 | -2 | 10 | -0.6 | 0.5 | -28 | -1 | 14 | 6 | -2 |
| 13 | O=C(Nc1cccnc1)c1ccc(Cl)cc1[N+](=O)[O-] | 2 | 9 | 0.1 | 1.2 | 2 | 2 | -8 | 1 | 3 |
| 14 | COCCNC(=S)Nc1ccc2[nH]c(=O)[nH]c2c1 | 0 | 5 | 0.2 | -0.2 | -5 | -3 | 2 | 1 | 6 |
| 15 | COC(=O)C1=C(C)NC2=C(C(=O)c3ccccc32)C1c1cccc(OC)c1 (configuration not stated) | -3 | . | 0.0 | . | -3 | . | 1 | 1 | 1 |
| 16 | Cc1nn(C)c(C)c1NC(=O)CSc1nc(C2CC2)nc2c1cnn2-c1ccccc1 | -10 | 21 | 0.6 | 0.0 | -18 | 8 | 1 | 0 | -8 |
| 17 | Cc1cccc(/C=N/n2c(C)nc3ccccc3c2=O)c1 | -2 | -5 | -1.1 | -0.5 | -1 | 6 | 2 | 0 | 0 |
| 18 | CC(NC(=O)C(C)N1CCN(S(=O)(=O)c2ccccc2)CC1)c1ccccc1 (configuration not stated) | 0 | 1 | 0.0 | 0.7 | -11 | 6 | -4 | 1 | 0 |
| 19 | CCCCNC(=O)NC(C(=O)OC)C12CC3CC(CC(C3)C1)C2 (configuration not stated) | 0 | -4 | 0.3 | -0.7 | -6 | -8 | -6 | 1 | 8 |
| 20 | Cc1ccccc1-c1nc(CN2CCC(C(=O)NCc3ccc(F)cc3)CC2)c(C)o1 | -3 | . | 0.5 | 1.6 | -9 | -10 | . | 41* | 44* |
| 21 | COC(=O)COc1ccc(S(=O)(=O)N2CCCCC2)cc1[N+](=O)[O-] | -1 | -8 | -1.3 | -0.3 | 11 | -1 | 4 | 2 | 5 |
| 22 | Cc1ccc(S(=O)(=O)N2CCOCC2)cc1NC(=O)COc1ccc(-c2nnco2)cc1 | -3 | -9 | -0.2 | 3.0 | -14 | 19 | -6 | 6 | -1 |
| 23 | CCOC(=O)c1c(CSc2nc(C)cc(C)c2C#N)n(C)c2cc(Br)c(OC(C)=O)cc12 | -9 | 6 | 0.0 | -0.1 | 4 | 0 | -2 | 1 | 2 |
| 24 | CCN(CC)c1ccc(/C=N/N2CCN(Cc3ccc(C)cc3C)CC2)c(O)c1 | 4 | 3 | 0.1 | 0.1 | 5 | -4 | -10 | 2 | 1 |
| 25 | CCCN1CCN(C(=O)C2CCCN(c3ncnc4c3nc3n4CCCCC3)C2)CC1 (configuration not stated) | -3 | 7 | -0.1 | -2.0 | 7 | -8 | 1 | 1 | 0 |
| 26 | Cc1ccc(C)c(OCC(O)CN2CCN(CCN3C(=O)c4cccc5cccc(c45)C3=O)CC2)c1 (configuration not stated) | -7 | -24 | -0.3 | -1.6 | -9 | -24 | -19 | 8 | 0 |
| 27 | CC1(C)CC(=O)C2=C(C1)NCN(CCCN1CCOCC1)C2 | 4 | -3 | 0.5 | -0.5 | -18 | 1 | 2 | 1 | 3 |
| 28 | O=C1C=C(O)c2cccc3cccc1c23 | 9 | -13 | 0.2 | 0.3 | 2 | -7 | 22 | 1 | 1 |
| 29 | CCn1c(=O)cc(N2CCC3(CC2)OCCO3)[nH]c1=O | -6 | -9 | -1.5 | -1.3 | -60* | 12 | 3 | 4 | 11 |
| 30 | COC(=O)c1ccccc1NS(=O)(=O)c1ccc(O)c(C(=O)O)c1 | 1 | -12 | -0.1 | -1.1 | 10 | -4 | -9 | 5 | -4 |
| 31 | CN(C)c1ccc(NC(=O)Cn2c(SCc3ccccc3F)nc3cccnc32)cc1 | -2 | . | -0.4 | 4.4 | -17 | 0 | -2 | 2 | -19 |
| 32 | O=C(Cc1ccc(Cl)cc1)NCCCNC(=O)c1cccnc1 | -8 | -8 | 1.0 | -0.4 | 5 | -27 | 10 | 5 | -3 |
| 33 | COc1cc([C@@H]2c3cc4c(cc3[C@@H](O)[C@H]3COC(=O)[C@H]23)OCO4)cc(OC)c1O[Si](C)(C)C(C)(C)C | 0 | 1 | -0.9 | -0.2 | -14 | 13 | . | 5 | 16 |
| 34 | CCC(=O)Nc1cnc(NC(=O)c2cccc(F)c2)cc1C | -6 | 19 | 1.0 | 0.6 | 8 | 7 | 0 | 8 | 5 |
| 35 | Cc1cc(C)n2nc(C(=O)NCc3cccc(C(F)(F)F)c3)nc2n1 | -4 | 16 | -0.1 | 2.0 | -1 | 2 | -12 | 3 | -8 |
| 36 | COc1ccccc1NC(=O)C1=C(C)NC(=O)NC1c1cccs1 (configuration not stated) | 2 | 12 | 0.4 | -0.2 | -1 | -5 | 3 | -2 | -7 |
| 37 | COc1ccc(NC(=O)CCC(=O)N/N=C/c2ccncc2)cc1 | -5 | -5 | 0.9 | 0.1 | -64* | 1 | 3 | 2 | 1 |
| 38 | Brc1cccc(-c2nc3cccnc3nc2-c2cccc(Br)c2)c1 | 3 | -6 | 0.3 | -0.2 | 20 | 5 | 2 | 4 | 28 |
| 39 | Clc1ccc(COn2c(-c3ccc(Cl)cc3)nc3ccccc32)cc1 | 2 | -17 | 0.8 | 0.7 | 2 | -3 | 6 | 10 | 0 |
| 40 | O=C(COC(=O)Cn1c(C(F)(F)F)nc2ccccc21)Nc1ccc2c(c1)OCCO2 | -3 | 6 | -0.1 | -0.4 | 0 | -11 | -6 | 0 | -2 |
| 41 | CN(CCOc1ccc(Cl)cc1)C(=O)c1cc([N+](=O)[O-])ccc1N1CCOCC1 | -2 | -3 | 2.4 | 0.3 | -11 | -2 | -11 | 5 | -5 |
| 42 | Nc1c(C(=O)O)sc2nc3c(cc12)CCCC3 | 2 | 10 | 0.2 | 0.3 | -4 | -2 | -4 | 1 | 19 |
| 43 | COC(=O)C1=C(C)N(Cc2ccccc2)C(=S)N[C@H]1c1ccccc1 | -6&-5 | -12 | 2.2&-1.1 | -0.7 | 3&-2 | 3 | . | 3&1 | -1&-6 |
| 44 | Cc1cc(C(=O)N2CCCC(N3CCN(c4cccc(Cl)c4)CC3)C2)nc(C)n1 (configuration not stated) | -1 | -9 | 2.3 | 0.5 | 16 | -7 | -4 | 1 | 0 |
| 45 | CCCN(C(=O)c1cc(-c2ccco2)nc2ccccc12)c1c(N)n(Cc2ccccc2)c(=O)[nH]c1=O | 2 | -9 | 0.1 | 0.1 | -9 | 4 | -1 | 2 | 4 |
| 46 | CSc1ccc(CN(C)Cc2nc3cc(C(F)(F)F)ccc3c(=O)[nH]2)cc1 | -11 | 1 | -0.1 | 2.3 | -10 | -9 | -17 | 2 | -3 |
| 47 | COC(=O)c1nc2ccccn2c1F | 1 | -10 | 0.7 | -0.7 | 1 | 3 | 2 | -1 | 4 |
| 48 | CCOC(=O)C1=C(C)N=C2c3ccccc3C(=O)C2C1c1ccc(Cl)cc1 (configuration not stated) | -19 | 12 | 0.0 | 0.3 | -19 | -6 | -10 | 1 | 1 |
| 49 | Cc1cc(C)cc(OCCNC(=O)CCc2ccccc2)c1 | 1 | . | -2.9 | . | -8 | . | 10 | 0 | -12 |
| 50 | C=CCOc1ccc(/C=C/C(=O)OCC(=O)N2CCC(c3ccccc3)=N2)cc1 | -8 | 1 | -1.3 | 0.3 | 7 | 0 | -1 | 1 | 7 |
| 51 | Cc1c(CN(C)C(=O)c2ccc(Br)o2)cnn1C | -5 | 4 | 0.4 | 0.4 | -24 | 4 | 6 | 3 | 2 |
| 52 | CN(C(=O)c1cc(Cl)c2c(c1)OCCO2)c1c(N)n(Cc2ccccc2)c(=O)[nH]c1=O | 0 | -16 | 0.1 | -0.3 | 19 | 6 | -8 | 2 | -5 |
| 53 | CCC(Sc1ncccc1C(=O)OC(C)C)C(=O)N1CCOCC1 (configuration not stated) | -4 | 9 | 0.0 | 0.4 | 9 | -10 | 11 | 1 | 11 |
| 54 | Cc1c(CCC(=O)NCCCCCC(=O)O)c(=O)oc2cc3occ(-c4ccccc4)c3cc12 | 3 | -18 | -0.5 | -0.2 | -17 | 2 | 1 | 4 | 0 |
| 55 | O=C(NCCN1Cc2ccccc2C1=O)c1cccs1 | -2 | 2 | -0.5 | 0.3 | -8 | -2 | 7 | 0 | -1 |
| 56 | O=Cc1cn(-c2ccccc2)nc1-c1ccc2c(c1)OCCO2 | -2 | -1 | 0.3 | -0.8 | 2 | -5 | -11 | 2 | 1 |

Random draw from the library; overall some 7.1% were active at least once.
